# a7 integrin act – activators of alpha7 integrin expression for muscular dystrophy. alpha7betagal myoblasts, beta-gal FDG fluorescence, 48 h. Potency, µM (top dose mostly 38.3 µM), for the others: top-dose activation, actives largely listed as activators. 350,000 compounds, 0.064% hits;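 also: potency is read from the fitted curve at half-maximal effect; 100% = response of the positive control SU9516; nearly all actives have a fitted effect of over 60% in size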
#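 alpha7betagal+/- myoblasts (passage 13, 250/well) treated 48 h at 37C with compounds at 1:260 dilution of DMSO stock. Lysed, then beta-galactosidase activity read as FDG fluorescence (ex 480/em 540) after 30 min, with pre-read for autofluorescence.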
# TCR act – activators of T cell receptors | 330,000 tested, under 10 active | primary human leukocytes, anti-CD3, IL-2 HTRF, 48 h | Potency, µM (top dose mostly 9.22 µM), for the others: at the highest dose activation of IL-2 secretion, usual class: activators; also: % of control where 0% means no effect
#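 HTRF read-out of IL-2 secretion: europium cryptate donor excited at 320nm, d2 acceptor emission at 665nm. Cells were primary human leukocytes incubated 48 hr with compounds and a-CD3 beads, supplying TCR signal only.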
# Mito fusion act – mitochondrial division inhibition or fusion activation; 320,000 compounds, 0.23% hits; Potency, µM (doses to about 46.1 µM), without a hit: at the top dose growth rescue (activation), actives largely listed as activators; AID 485298; S. cerevisiae fusion-defective mutant growth rescue, CellTiterGlo 48 h;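 also: potency is read from the fitted curve at half-maximal effect; % of control where 0% means no effect; nearly all actives have a fitted effect of over 45% in size; temperature-sensitive fusion mutants such as fzo1-1 at 37 °C on non-fermentable ethanol glycerol medium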
#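 Growth-rescue viability read-out: after 48 h at the non-permissive 37C in glycerol/ethanol YPEG, yeast mitochondrial fusion mutants are measured by CellTiterGlo luminescence; compounds (23 nl pinned per well) restoring growth score as division inhibitors or fusion activators.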
# MBNL1-CUG inh – MBNL1-poly(CUG) RNA binding inhibition. TR-FRET MBNL1-His/biotin-(CUG)12 binding, 665/545 ratio. 280,000 compounds, 0.036% hits. Q9NR56. Potency, µM (highest dose often 57.5 µM), inactives show top-dose activity change, negative = inhibition, hits mostly inhibitors; active = well fitted inhibition curve with a large enough effect in the signal ratio, with a control signal flat, not every such curve was filed as active; inconclusive = small, poorly fitted or top-dose-only effect, or effect the other way, or a change in a side signal; inactive = no such curve, though single readings can be large or run the other way; the % refers to the signal ratio; also: potency is read from the fitted curve at half-maximal effect; % is scaled to controls: 0 for no effect and ±100 for the full control effect
# Target sequence (Q9NR56 whole entry, looked up): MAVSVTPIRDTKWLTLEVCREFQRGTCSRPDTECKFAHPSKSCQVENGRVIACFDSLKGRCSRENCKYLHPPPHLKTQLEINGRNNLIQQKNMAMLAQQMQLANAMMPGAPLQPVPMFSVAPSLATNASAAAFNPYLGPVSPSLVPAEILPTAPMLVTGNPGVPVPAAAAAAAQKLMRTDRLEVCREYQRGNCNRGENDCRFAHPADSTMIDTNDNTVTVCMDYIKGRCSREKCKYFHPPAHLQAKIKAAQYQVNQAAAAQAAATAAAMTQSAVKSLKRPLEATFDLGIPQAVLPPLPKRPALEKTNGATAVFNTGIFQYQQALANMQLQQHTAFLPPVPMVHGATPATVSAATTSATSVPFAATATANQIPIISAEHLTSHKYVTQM
#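 Compounds (final 92 nM to 58 uM) are added to His-tagged MBNL1 and biotin-(CUG)12, then terbium anti-His antibody and streptavidin-XL665 (5 nM final). After 60 min at room temperature, the 665/545 nm ratio is read.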
# Menin MLL FP TR – inhibitors of human menin-MLL interaction, mutant MLL peptide. O00255. Menin + Texas Red MLL mutant peptide, fluorescence polarization. Potency, µM (series often up to 61.6 µM), for inactives: at the highest dose FP activity change, negative = inhibition, hits mostly inhibitors. 270,000 compounds, 0.23% hits; active = well fitted inhibition curve with a large enough effect in the polarisation, with a control signal flat, not every such curve was filed as active; inconclusive = small, poorly fitted or top-dose-only effect, or effect the other way, or a change in a side signal; inactive = no such curve, though single readings can be large or run the other way; the % refers to the polarisation; also: potency is read from the fitted curve at half-maximal effect; % of control where 0% means no effect; many of its hits are not listed in these tables
# ASM inhibitor – human S-ASM enzyme inhibition; placental ASM, HMU-PC fluorogenic substrate, 60 min; Potency, µM (top dose mostly 57.5 µM), for the others: top-dose activity change, negative = inhibition, most hits filed as inhibitors; 340,000 compounds, 0.006% hits; AID 504937; also: potency is read from the fitted curve at half-maximal effect
# Target sequence (P17405 47-631 limits assumed): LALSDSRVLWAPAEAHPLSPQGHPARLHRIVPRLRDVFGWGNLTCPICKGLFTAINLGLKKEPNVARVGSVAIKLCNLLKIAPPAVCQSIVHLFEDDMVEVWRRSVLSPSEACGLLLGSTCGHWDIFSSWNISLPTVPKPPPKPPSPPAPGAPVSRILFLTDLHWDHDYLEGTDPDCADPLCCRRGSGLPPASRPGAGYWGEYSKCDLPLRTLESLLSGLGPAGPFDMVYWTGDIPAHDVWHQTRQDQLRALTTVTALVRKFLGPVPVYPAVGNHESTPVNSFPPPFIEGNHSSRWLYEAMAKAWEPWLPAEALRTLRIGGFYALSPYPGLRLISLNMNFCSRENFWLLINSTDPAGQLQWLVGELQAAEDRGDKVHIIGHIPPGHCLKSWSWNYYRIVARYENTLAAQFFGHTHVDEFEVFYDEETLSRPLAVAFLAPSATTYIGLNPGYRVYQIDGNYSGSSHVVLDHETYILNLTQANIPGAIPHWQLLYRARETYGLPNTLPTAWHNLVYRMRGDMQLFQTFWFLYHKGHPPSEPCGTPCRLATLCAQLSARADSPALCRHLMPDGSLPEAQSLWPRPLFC
#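 Fluorogenic HMU-PC substrate (9 uM final) is turned over by placental ASM in 60 min at 37 C after a 10 min compound preincubation. Reaction ended by alkaline stop (pH 10), with fluorescence read at 386/447 nm.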
# TSHR antag – human thyrotropin receptor antagonism; P16473; TSHR-expressing cells, TSH-stimulated cAMP HTRF, 2 h; stronger effect = lower value; activity change, negative = inhibition, % at 11.5 µM; 330,000 compounds, 0.2% hits; AID 504810;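 active = activity change below a set negative limit, meaning inhibition stronger than a set level, cut at about -70% in these data; inconclusive = activity change between two set negative limits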; also: % is scaled to controls: 0 for no effect and ±100 for the full control effect
#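 Cell-based HTRF cAMP assay; TSHR cells + compound, TSH EC80 (4nM final), 2 h, 37 deg C. Lysis with anti-cAMP cryptate and cAMP-d2, 30 min RT, read 665/620 nm.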
# CXXC DNA block – inhibitors of human MLL CXXC domain-DNA interaction. 290,000 compounds, 0.037% hits. Potency, µM (doses to about 115 µM), for the others: at the highest dose activity change, negative = inhibition, most hits filed as inhibitors. MLL-CXXC / FITC-HOXA9 DNA fluorescence polarization. Q03164; active = well fitted inhibition curve with a large enough effect in the polarisation, with a control signal flat, not every such curve was filed as active; inconclusive = small, poorly fitted or top-dose-only effect, or effect the other way, or a change in a side signal; inactive = no such curve, though single readings can be large or run the other way; the % refers to the polarisation; also: potency is read from the fitted curve at half-maximal effect
#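 Steps: dispense CXXC domain solution (7 uM) → pin compounds or unlabeled HOX-A9 DNA control → 5 min ambient → add FLSN-HOX-A9 solution (50 nM) → spin → 30 min ambient → fluorescence polarization. Tris pH 7.5/NaCl/DTT/BSA buffer.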
# A-T KAP1 phos – candidate therapy for ataxia-telangiectasia; […] A-T fibroblasts, KAP-1 phosphorylation AlphaLISA; neocarzinostatin DNA damage 30 min before lysis; Potency, µM (highest dose often 57.5 µM), for the others: at the top dose activation, usual class: activators; 320,000 compounds, 0.19% hits; also: potency is read from the fitted curve at half-maximal effect; % of control where 0% means no effect; nearly all actives have a fitted effect of over 45% in size
#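 ATM-like activity read as KAP-1 phosphorylation via AlphaLISA donor/acceptor antibody pairs after lysis and 6 hr at 25C. Cells were ATM-null patient fibroblasts ([…], hTERT), dosed 60 min, then exposed to the DSB inducer NCS for 30 min.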
# PTAP TSG101 blk – blocks PTAP/TSG101 interaction to inhibit HIV-1 budding | AID 493005 | Potency, µM (series often up to 115 µM), for inactives: at the highest dose activity change, negative = inhibition, most hits filed as inhibitors | Q99816 | 340,000 tested, under 10 active | Fluorescence polarization, FITC-PTAP peptide / Tsg101 binding; active = well fitted inhibition curve with a large enough effect in the main read-out, with a control signal flat, not every such curve was filed as active; inconclusive = small, poorly fitted or top-dose-only effect, or effect the other way, or a change in a side signal; inactive = no such curve, though single readings can be large or run the other way; also: potency is read from the fitted curve at half-maximal effect; % of control where 0% means no effect
#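 Tsg101 binding domain (10 uM final) was mixed with compound and a FITC-labeled PTAP peptide (50 nM final) in HEPES pH 7.5 buffer with NaCl, Tween 20, EDTA and TCEP; fluorescence polarization was read after 20 min at r.t.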
# Numbers without * were called inactive; ? = inconclusive; · = no result given; [ ] = dose if it differs, or a comment. Unless noted, calls follow the shape of the dose curve; as a rule, active = well fitted curve in the direction sought with a large enough effect; inconclusive = small, poorly fitted or top-dose-only effect, or another doubt; inactive = no such curve, though single readings can be large; an effect the other way counts as inactive or inconclusive.
Molecule,a7 integrin act,TCR act,Mito fusion act,MBNL1-CUG inh,Menin MLL FP TR,ASM inhibitor,TSHR antag,CXXC DNA block,A-T KAP1 phos,PTAP TSG101 blk
COc1ccc(S(=O)(=O)NC(C)C(=O)NCc2ccco2)cc1OC (stereo not drawn),-20%,0%,5%,-6%,-1%,2%,-3,-4%,3%,-9%
CN1CCN(c2ccccc2NC(=O)c2ccc([N+](=O)[O-])cc2Cl)CC1,0%,8%,14%,?,?,0%,-5,-4%,-2%,-2%
O=C(CSc1ccccc1C(=O)NCCCN1CCCC1=O)NCc1ccco1,-13%,-2%,-3%,2%,3%,11%,-5,1%,15%,-3%
COc1ccc(OC)c(NC(=O)CSc2nc3ccccc3c(=O)n2CC2CCCO2)c1 (stereo not drawn),21%,-2%,33%,1%,12%,-7%,12,4%,3%,0%
Cc1cc(F)ccc1N1CCC(N2CCN(C(C)C)C(CCO)C2)CC1 (stereo not drawn),-40%,-1%,-9%,-14%,1%,2%,-1,13%,-3%,1%
NC(=S)NN=C1c2cc(S(=O)(=O)N3CCOCC3)ccc2-c2ccc(S(=O)(=O)N3CCOCC3)cc21,16%,-2%[46.1 µM],5%,·,?,-16%,-9,-6%,-7%,-2%
CC(O)CNc1nc2c(c(=O)n(Cc3ccccc3)c(=O)n2C)n1C (stereo not drawn),9%,8%,1%,-2%,-8%,4%,8,5%,-4%,0%
COCCCNC(=O)c1cc(C)nn1-c1ccccc1,?,6%,-2%,-3%,·,4%,1,0%,-11%,-6%
COc1cccc(C2C3=C(CCCC3=O)NC3=C2C(=O)c2ccccc23)c1 (stereo not drawn),·,·,16%,?,?,·,-18,4%,-2%,·
NC(=O)CC1NC(=O)c2ccccc21 (stereo not drawn),2%,3%,-3%,-11%,-1%,1%,-16,-1%,0%,-10%
CCN(c1ccccc1)S(=O)(=O)c1ccc(C(=O)N2CCCC(C(F)(F)F)C2)cc1 (stereo not drawn),24%,-7%,19%,·,·,1%,8,·,-10%,0%
CC(C)(C)n1nnnc1C(c1cccs1)N1CCN(Cc2ccccc2)CC1 (stereo not drawn),10%,4%,-2%,-10%,-8%,4%,·,3%,1%,-13%
CC(C)(C)OC(=O)N1CCC[C@H]1c1nnc(SCc2cccc(Cl)c2)o1,-9%,-5%,2%,-9%,·,1%,-5,-11%,38%,-3%
O=C(CSc1nnc(-c2ccccc2)n1-c1ccc(Cl)cc1)N/N=C/c1ccco1,2%,-4%[46.1 µM],0%,14%,-2%,-2%,-14,1%,-2%,-10%
Clc1ccc(Cn2nc(-c3ccccc3)nc2-c2ccccc2)cc1,-19%,8%[46.1 µM],-1%,·,-4%,-11%,-3,-6%,-2%,1%
O=C(/C=C/c1ccccc1)NC(=O)c1ccccc1O,0%,-4%,7%,11%,26%,5%,6,-20%,4%,-1%
O=C(CC1NCCNC1=O)Nc1cc(Cl)cc(Cl)c1 (stereo not drawn),7%,-3%,-4%,15%,-1%,3%,-3,10%,12%,-1%
O=C(NCc1ccco1)C1CCCCN1S(=O)(=O)c1ccc(F)cc1 (stereo not drawn),3%,-8%,-2%,-3%,-16%,-1%,-7,-4%,0%,-7%
CCOc1ccc(-c2cc(C(=O)N3CCC(C)CC3)c3ccccc3n2)cc1,-2%,-1%,·,·,·,36%,·,·,·,-2%
COc1ccc(NC(=O)c2ccc(NC(=O)c3ccncc3)cc2)cc1,3%,12%,4%,-1%,33%[activator],0%,5,-3%,-1%,0%
COc1ccc(-n2cnnc2SC(C)C(=O)Nc2cccc([N+](=O)[O-])c2)cc1 (stereo not drawn),0%,4%[46.1 µM],-3%,?,-23%,1%,-7,1%,2%,0%
CCC(NS(=O)(=O)c1cn(C)nc1C)c1ccccc1 (stereo not drawn),-25%,-5%,-4%,-2%,-9%,0%,-10,-3%,-5%,-3%
CCSc1nc(-c2cccnc2)ccc1C#N,6%,3%[46.1 µM],29%,·,-1%,1%,0,-7%,-5%,-5%
O=[N+]([O-])c1cc(Cl)cc(/C=N/NC(=S)Nc2cc(S(=O)(=O)N3CCOCC3)ccc2Cl)c1O,?,-1%,1%,18%,·,-13%,4,3%,4%,-20%
COC(=O)c1ccc(CN2CCN(CCCc3ccccc3)C(CCO)C2)cc1 (stereo not drawn),23%,2%,-5%,-9%,-14%,2%,22,-8%,2%,2%
COc1ccc(NC(=O)C2CCN(C(=O)Nc3ccccc3)CC2)cc1S(=O)(=O)N(C)C,-4%,3%,0%,·,·,5%,32,·,1%,-2%
CCn1c(=S)sc2c(=O)n(-c3ccccc3)c(=S)[nH]c21,?,10%,2%,10%,-8%,-4%,6,-5%,-4%,2%
CC(=O)N1CCN(c2ccccc2NC(=O)c2ccco2)CC1,27%,-2%,1%,-5%,-13%,-1%,14,12%,-5%,-6%
C[C@H]1[C@H](C)CC[C@]2(C)CC[C@]3(C)C(=CC[C@@H]4[C@@]5(C)CC[C@@H](O)[C@](C)(C(=O)O)[C@@H]5CC[C@]43C)[C@H]12,·,·,22%,2%,·,·,4,10%,-10%,·
COC(=O)CN1C(=O)C(C)(C)Oc2ccc(C(=O)Nc3cccc(OC)c3)cc21,5%,0%,11%,-1%,10%,-1%,-5,-4%,-3%,0%
Cc1ccc(Nc2nc(=O)c3cccnc3s2)cc1,4%,-8%,8%,-6%,4%,-1%,2,-1%,2%,-9%
CCCCOC(=O)Cn1c(=N)n(CCN(CC)CC)c2ccccc21,0%,6%,-2%,-2%,·,0%,11,0%,1%,0%
Cn1c(=O)c2nc(-c3ccc(Cl)cc3Cl)oc2c2ccccc21,11%,10%[46.1 µM],-4%,8%,3%,22%,9,-3%,1%,0%
CCN(C(=O)CSc1nc2ccc(OC)cc2[nH]1)C1CCS(=O)(=O)C1 (stereo not drawn),22%,0%,-1%,·,·,5%,38,·,-8%,-1%
CCOC(=O)c1c(N=CN(C)C)c(C#N)c2n1CCCC2,?,-3%[46.1 µM],0%,-6%,13%,-2%,-3,4%,-4%,-5%
COC(=O)c1ccc(NC(=S)N2CCN(C)CC2)cc1,35%,6%,10%,-5%,1%,10%,-2,0%,2%,-5%
CC(=O)NC(NC(=S)Nc1cccc(Br)c1)C(Cl)(Cl)Cl (stereo not drawn),8%,1%,-1%,-5%,·,0%,0,-2%,-3%,1%
NC(=O)c1ccccc1NC(=O)/C=C/C(=O)O,4%,3%,1%,-14%,1%,9%,24,4%,-4%,-4%
C=CCSc1nnc(NC(=O)c2ccc(S(=O)(=O)NCC3CCCO3)cc2)s1 (stereo not drawn),11%,3%,-4%,4%,53%[activator],-1%,-6,-4%,0%,-7%
O=C(CSc1n[nH]c(=O)[nH]c1=O)N/N=C/c1ccccc1O,9%,-4%[46.1 µM],-5%,·,3%,19%,-2,-2%,3%,1%
CCOC(=O)C1=C(N)n2c(s/c(=C\c3ccco3)c2=O)=C(C(=O)OCC)C1c1ccco1 (stereo not drawn),-37%[inhibitor],4%,3%,0%,45%[activator],-18%,-2,1%,7%,-7%
O=C(COC(=O)CCC(=O)c1ccc(F)cc1)NCc1ccco1,?,2%,2%,-4%,0%,7%,-2,-4%,-3%,-8%
Cc1cc(-n2ccnc2)n2c(nc3ccccc32)c1C#N,17%,-3%,-1%,18%,4%,41%[activator],2,31%[activator],7%,6%
CCCc1cc(=O)[nH]c(SCC(=O)Nc2ccc3c(c2)CCC3)n1,-24%,-3%,-3%,?,28%,2%,-3,-4%,-1%,-2%
O=C(NC1CC2CCC1C2)c1ccco1 (stereo not drawn),0%,3%,0%,4%,2%,4%,3,0%,-2%,-3%
Cc1ccc(C)c(NC(=O)CSc2nc(N)c(NC(=O)c3cccs3)c(=O)[nH]2)c1,-8%,1%,-4%,-20%,8%,-1%,1,3%,3%,-11%
CN(C)C(=O)CN1C(=O)C2CC=C(Cl)CC2C1=O (stereo not drawn),11%,9%,3%,2%,-8%,0%,1,-12%,0%,1%
Cc1nc2ccc(NS(=O)(=O)c3ccc(Br)cc3)cc2s1,-18%,-9%,?,·,·,-1%,-14,·,8%,1%

# Screens deposited in PubChem BioAssay by National Center for Advancing Translational Sciences (NCATS).

# These rows are one share of the data; count on the stated rates, not on these rows.
